Screening data deposited in PubChem by several laboratories.
PKA-R2B act: PKA-R2B complex activation; P22694+P31323; AID 504700; PKA-R2B holoenzyme dissociation, Cy5-IP20 fluorescence polarization; R2B truncated from residue 108, S112A mutant; 0% DMSO only, 100% 113 µM cGMP; 340,000 compounds, 0.079% hits; activation, % at 11.4 µM;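 active = activation above a cutoff set at the mean over all compounds plus 3 SD, cut at about 18% in these data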;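 also: higher means more holoenzyme dissociation and a rise in polarization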
Rtt109 Vps75: blocks Candida albicans Rtt109/Vps75 acetyltransferase activity; Q5AAJ8; purified Rtt109/Vps75, ThioGlo CoA-SH fluorescence, 4 h; inhibition, % at 34.9 µM; 330,000 compounds, 0.16% hits;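 active = inhibition of at least 50% in every replicate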
Target sequence (Q5AAJ8 whole entry, looked up): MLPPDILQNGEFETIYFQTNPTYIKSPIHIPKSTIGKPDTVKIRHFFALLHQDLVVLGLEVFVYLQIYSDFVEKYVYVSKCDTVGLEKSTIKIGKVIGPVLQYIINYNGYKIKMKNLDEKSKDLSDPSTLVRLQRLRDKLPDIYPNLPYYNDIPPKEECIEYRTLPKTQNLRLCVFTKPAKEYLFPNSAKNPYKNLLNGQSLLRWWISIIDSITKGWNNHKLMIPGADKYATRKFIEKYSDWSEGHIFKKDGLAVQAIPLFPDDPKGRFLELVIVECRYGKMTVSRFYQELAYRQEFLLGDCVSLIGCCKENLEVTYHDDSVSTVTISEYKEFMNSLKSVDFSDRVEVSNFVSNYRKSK
DAGLB inhibitor: blocks human DAGLB lipase activity | HEK293T DAGLB membrane lysate, EnzChek fluorogenic substrate | inhibition, % at 5.17 µM | 340,000 compounds, 0.059% hits | AID 504411; in the data active = inhibition above about 34%;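 also: 0% = enzyme with vehicle and 100% = wells lacking enzyme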
Target sequence (Q8NCG7 whole entry, looked up): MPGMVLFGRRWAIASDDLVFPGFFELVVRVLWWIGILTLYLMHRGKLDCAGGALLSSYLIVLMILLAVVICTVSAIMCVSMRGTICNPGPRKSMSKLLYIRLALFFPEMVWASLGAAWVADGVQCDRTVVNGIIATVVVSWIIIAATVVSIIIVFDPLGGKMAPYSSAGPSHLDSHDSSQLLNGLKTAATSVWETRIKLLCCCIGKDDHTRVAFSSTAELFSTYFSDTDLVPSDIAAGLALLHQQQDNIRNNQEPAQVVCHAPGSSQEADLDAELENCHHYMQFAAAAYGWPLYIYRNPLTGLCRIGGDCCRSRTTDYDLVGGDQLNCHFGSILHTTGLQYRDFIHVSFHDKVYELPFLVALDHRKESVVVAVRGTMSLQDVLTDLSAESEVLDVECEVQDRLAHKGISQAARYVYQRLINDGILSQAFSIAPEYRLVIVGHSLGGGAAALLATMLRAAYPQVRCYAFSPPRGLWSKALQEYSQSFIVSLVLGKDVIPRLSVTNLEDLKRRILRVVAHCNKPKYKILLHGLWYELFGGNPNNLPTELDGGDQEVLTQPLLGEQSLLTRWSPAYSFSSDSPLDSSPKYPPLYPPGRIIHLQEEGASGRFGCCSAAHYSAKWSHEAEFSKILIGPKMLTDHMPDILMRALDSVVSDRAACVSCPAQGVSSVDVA
SR-BI uptake up: enhances SR-BI lipid uptake from DiI-HDL. CHO ldlA[mSR-BI] cells, DiI-HDL uptake fluorescence, 3 h; 100 = double the neutral-control signal. activation, % at 12.5 µM. 320,000 compounds, 0.096% hits;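 active = mean replicate activation of at least 60% and every replicate at or above 60%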;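 also: 0% = median plate neutral-control signal and 100% = twice that signal; values of inactives mirror those of a sister screen read the other way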
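Assay system: LDL receptor-deficient CHO ldlA cells overexpressing murine SR-BI / Medium: BSA-supplemented, HEPES-buffered Ham's F12, pH 7.4 / Probe or stimulus: DiI-labelled HDL at 10 µg/mL final / Timing: compound with DiI-HDL co-incubation, 3 h at 37 °C / Technique: bottom-read cell fluorescence after medium removal, ex 550/em 595 nm / Measure: HDL uptake via cellular fluorescence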
Cardiac RTF inh: cardiac RTF calcium desensitization; inhibition, % at 7.15 µM; 340,000 compounds, 0.12% hits; IANBD-labeled cardiac RTF, Ca2+ fluorescence; P19429+P45379;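 active = inhibition above the mean inhibition of all tested compounds plus 3 SD, cut at about 17% in these data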;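 also: assay run at fixed EC70 calcium of 1.6 mM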
LANA DNA inh: inhibitors of KSHV LANA C-terminal domain DNA binding. inhibition, % at 9 µM. 340,000 compounds, 0.078% hits. MBP-C-LANA/FAM-LBS DNA binding, fluorescence polarization;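 active = highest replicate inhibition at or above 60% at 9 µM, even if other replicates fall short; inactive = all replicates below 60% inhibition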;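 also: 0% = neutral control wells and 100% = 4 µM acridine orange control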
CAL PDZ FP-1: blocks peptide binding to human CAL PDZ domain; Q9HD26; purified CAL PDZ, TMR-peptide fluorescence polarization, 1 h; inhibition, % at 20 µM; 330,000 compounds, 0.02% hits; AID 504414;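 active = highest replicate inhibition of at least 40%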;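 also: plate controls were DMSO neutral control wells for no effect and unlabeled competitor peptide control wells for full effect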
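Material – purified CerCALP PDZ construct · Detection – FP readout, S and P plane fluorescence · Measure – percent inhibition from loss of millipolarization · Controls – unlabelled peptide for full inhibition, DMSO wells as neutral · Probe or stimulus – TMR-labelled reporter peptide T*-PRC34 bound in PDZ groove · Times – 1 h at RT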
Keap1 Nrf2 FP: inhibitors of human Keap1-Nrf2 protein-protein interaction; Q14145; Keap1 Kelch-Nrf2 peptide fluorescence polarization, 1536-well; inhibition, % at 9.4 µM; 340,000 compounds, 0.15% hits; AID 504523; in the data active = inhibition above about 12%;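 also: human Keap1 Kelch domain with fluorescein labeled Nrf2 9mer peptide probe; 0% = neutral control wells and 100% = peptide positive control; higher means more block of Keap1 binding to Nrf2 peptide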
CAL PDZ FP-2: blocks peptide binding to the human CAL PDZ domain | 300,000 compounds, 0.92% hits | inhibition, % at 24.9 µM | Q9HD26 | purified CAL PDZ, TMR-peptide fluorescence polarization, 1 h | AID 602252;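 active = mean inhibition of at least 30% with at least half of replicates also reaching 30%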;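 also: 0% = DMSO neutral control and 100% = excess unlabeled competitor peptide PRC23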
cardiac RTF act: increases calcium sensitivity of human cardiac regulated thin filaments. IANBD-labeled TnC RTF fluorescence at EC20 calcium; 0% EC20 calcium, 100% full calcium. activation, % at 7.2 µM. AID 493008. P19429+P45379. 340,000 compounds, 0.24% hits;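 active = activation above the mean over all tested compounds plus 3 SD, cut at about 30% in these data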;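 also: rise in fluorescence read as greater calcium sensitivity of cardiac thin filaments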
Starred values were filed as active, the others as inactive; x = no result given.

SMILES | PKA-R2B act | Rtt109 Vps75 | DAGLB inhibitor | SR-BI uptake up | Cardiac RTF inh | LANA DNA inh | CAL PDZ FP-1 | Keap1 Nrf2 FP | CAL PDZ FP-2 | cardiac RTF act
C#CCOCCOCCOCCNc1nc(N2CCN(C(=O)Cn3cc(CCCCN)nn3)CC2)nc(N2CCN(C(=O)[C@H]([C@@H](C)CC)n3cc(CCCCN)nn3)CC2)n1 | -6.7 | 2.8 | -2.4 | 9.3 | -5.3 | -1.8 | -0.8 | -8.1 | -1.0 | -3.4
CCc1nc2ccc(C(=O)NCc3ccco3)cc2nc1CC | 2.7 | 12.6 | -1.4 | -12.8 | 1.2 | -0.1 | x | 4.9 | 0.2 | 3.2
Cc1cccc(-n2ncc3c(NCc4cccnc4)ncnc32)c1 | -9.1 | 0.2 | -2.2 | 0.8 | -0.6 | -0.7 | -0.8 | -1.6 | -1.3 | -1.9
CN(C)/C=N/C(=S)Nc1ccc(Cl)c(Cl)c1 | -11.9 | 3.1 | -0.3 | 0.3 | -10.7 | -1.3 | -3.6 | -5.9 | -1.9 | 10.8
CCSC(=O)N1c2ccc(OC)cc2C=CC1C#N (stereo unspecified) | -9.9 | -0.2 | -2.7 | 2.2 | -0.6 | -0.1 | -0.4 | -4.0 | -2.8 | -2.9
COc1ccc(C(CNC(=O)CCNS(=O)(=O)c2ccc(C)cc2)N2CCOCC2)cc1 (stereo unspecified) | -9.4 | -1.7 | 1.6 | 4.7 | -2.9 | 0.5 | 0.6 | -5.7 | 0.8 | 1.7
O=C1C=C(NCc2ccc(Cl)c(Cl)c2)C2(CCCCC2)O1 | 5.6 | -1.4 | 0.7 | 4.1 | -0.5 | 0.7 | -21.1 | -5.6 | -7.5 | 1.7
CC(=O)Nc1ccc(NC(=O)[C@@H](NC(=O)c2ccccc2F)C(C)C)cc1 | -2.9 | -3.0 | -0.3 | 0.6 | -1.8 | 0.1 | -2.8 | -7.2 | -18.5 | -3.9
CC1(NC(=O)c2cccc(S(=O)(=O)N3CCN(c4ccccc4)CC3)c2)CCS(=O)(=O)C1 (stereo unspecified) | -3.9 | 4.4 | 1.8 | 5.5 | -12.5 | -0.1 | -1.8 | -3.4 | 0.9 | 0.9
Nn1cnnc1SCC(=O)Nc1ccc2c(c1)OCCO2 | -1.4 | 4.4 | -0.8 | 9.8 | -0.5 | 0.0 | -0.6 | 0.8 | 2.2 | 5.7
CC1CCc2sc3nc(N4CCN(CCO)CC4)n4ncnc4c3c2C1 (stereo unspecified) | 3.6 | 10.5 | 0.7 | x | -4.7 | -1.2 | -2.1 | 1.4 | 5.0 | -2.3
Cc1cc(NC(=O)Nc2cc(C)nn2-c2ccccc2)n(-c2ccccc2)n1 | -9.3 | x | 2.8 | -83.9 | 3.7 | -1.4 | -4.1 | 0.2 | -3.0 | -4.6

The last 4 entries of the part above lead into the next:
SMILES | PKA-R2B act | Rtt109 Vps75 | DAGLB inhibitor | SR-BI uptake up | Cardiac RTF inh | LANA DNA inh | CAL PDZ FP-1 | Keap1 Nrf2 FP | CAL PDZ FP-2 | cardiac RTF act
CC1(NC(=O)c2cccc(S(=O)(=O)N3CCN(c4ccccc4)CC3)c2)CCS(=O)(=O)C1 (stereo unspecified) | -3.9 | 4.4 | 1.8 | 5.5 | -12.5 | -0.1 | -1.8 | -3.4 | 0.9 | 0.9
Nn1cnnc1SCC(=O)Nc1ccc2c(c1)OCCO2 | -1.4 | 4.4 | -0.8 | 9.8 | -0.5 | 0.0 | -0.6 | 0.8 | 2.2 | 5.7
CC1CCc2sc3nc(N4CCN(CCO)CC4)n4ncnc4c3c2C1 (stereo unspecified) | 3.6 | 10.5 | 0.7 | x | -4.7 | -1.2 | -2.1 | 1.4 | 5.0 | -2.3
Cc1cc(NC(=O)Nc2cc(C)nn2-c2ccccc2)n(-c2ccccc2)n1 | -9.3 | x | 2.8 | -83.9 | 3.7 | -1.4 | -4.1 | 0.2 | -3.0 | -4.6
Cc1cc(=O)[nH]c(NCc2ccc(Cl)cc2)n1 | 7.9 | -5.3 | -0.8 | -2.2 | -9.1 | 7.0 | -0.9 | 10.6 | x | 0.2
O=C(c1ccc(SCc2ccco2)c([N+](=O)[O-])c1)N1CCOCC1 | -7.9 | 0.3 | -0.8 | -7.3 | 10.0 | 0.0 | -1.5 | 0.4 | -5.6 | -4.5
O=C(/C=C1\SC(=O)N(CC(=O)Nc2ccc(Cl)cc2)C1=O)Nc1ccc(F)cc1 | -0.6 | -1.3 | -5.6 | -36.0 | -3.5 | -0.5 | -1.0 | -0.5 | 0.3 | 3.7
Cc1[nH]c2ccccc2c1CN1CCC(CO)(Cc2ccccc2)CC1 | 9.8 | x | -0.5 | 24.7 | 4.2 | -1.3 | -2.4 | -6.2 | 2.0 | -3.8
CCN(C(=O)COC(=O)c1cc2c(s1)CCCCC2)C1CCS(=O)(=O)C1 (stereo unspecified) | -9.5 | -2.6 | -0.5 | 0.8 | -1.5 | 0.1 | -1.7 | 1.0 | -0.5 | -2.9
Cc1ccc(-n2c(C(C)n3nc(C)c([N+](=O)[O-])c3C)n[nH]c2=S)cc1 (stereo unspecified) | -15.7 | 14.3 | -0.5 | 12.1 | -1.0 | 0.7 | 0.6 | -0.1 | x | 1.5
CCOC(=S)N/C(=N\S(C)(=O)=O)c1ccccc1 | -2.7 | -8.1 | -3.2 | 5.5 | -0.9 | -10.4 | 0.9 | 2.8 | -1.5 | 0.6
O=C(N/N=C/c1cc(Br)cs1)c1c[nH]c2ccccc12 | 2.1 | 2.6 | -11.5 | -3.1 | 3.4 | 2.1 | -4.8 | -2.3 | x | -8.0
CC1CCCC1/C(=N/O)c1ccccc1 (stereo unspecified) | 1.2 | -7.3 | -7.0 | x | -5.0 | -0.9 | 0.0 | 0.2 | 3.6 | -2.0
CCCCCCn1c(COc2ccccc2F)nnc1SCC(=O)N1c2ccccc2NC(=O)C1(C)C | -2.9 | 26.6 | -1.4 | -13.0 | 4.1 | 1.2 | -2.0 | 3.0 | -2.3 | -3.5
CCCNC(=O)NC(=O)COC(=O)c1ccc(S(=O)(=O)N(C)c2ccccc2OC)cc1 | -6.5 | 4.5 | -2.3 | -3.0 | -6.2 | -0.1 | -0.7 | 1.6 | 2.3 | -4.5
CCOC(=O)c1c(C)[nH]c(C(=O)Nc2cc(OCC)c(N3CCOCC3)cc2OCC)c1C | -5.1 | -1.1 | 0.9 | -63.9 | 2.5 | -0.5 | -1.5 | -3.3 | -9.7 | -5.8
O=C(/C=C/Nc1ccc(Nc2ccccc2)cc1)c1cccs1 | -0.1 | 25.6 | 11.9 | -44.4 | -8.4 | -1.5 | -0.1 | -4.2 | -2.8 | 7.9
Cc1nn(Cc2ccccc2)c(C)c1/C=N/NC(=O)c1ccccc1O | 4.2 | 3.9 | -2.3 | -17.8 | 7.9 | -6.6 | -1.5 | 1.6 | -3.8 | 1.7
CCOC(=O)Nc1c(O)ccc2oc(C)c(-c3ccccc3)c12 | -14.4 | 0.0 | -6.0 | -1.1 | -6.2 | 0.7 | -1.2 | 5.2 | x | -6.5
Cc1cc(C)c2oc(=O)cc(CN3CCN(Cc4ccccc4)CC3)c2c1 | -4.4 | -6.1 | 2.0 | -3.5 | -14.6 | 0.3 | 1.1 | -5.7 | -2.8 | 0.7
O=S(=O)(Nc1cccc2c1CCCC2)c1ccc(Cl)cc1 | -4.8 | -7.1 | -12.9 | x | -1.3 | 2.5 | -0.4 | 6.1 | -4.7 | -2.3
CC(=O)c1c(C)[nH]c(C(=O)CN2C(=O)NC(CCc3ccccc3)C2=O)c1C (stereo unspecified) | 0.8 | 7.8 | 2.8 | x | -6.5 | -0.9 | -1.8 | -4.8 | 2.3 | 1.4
CCC(=O)Nc1nonc1-c1nc2ccccc2n1Cc1ccccc1 | -10.7 | 2.5 | -1.8 | 14.1 | -2.9 | -0.6 | -1.3 | -2.1 | x | -4.0
O=C(O)c1ccccc1C(=O)NNc1cccc(Cl)n1 | 1.6 | 1.3 | -2.7 | 25.2 | -13.0 | 4.3 | 0.1 | 0.3 | -3.9 | 3.0
Cc1nn(S(=O)(=O)c2ccc(Br)cc2)c(C)c1S(=O)(=O)N1CCOCC1 | -7.0 | -4.4 | -2.1 | 16.0 | -0.2 | -0.8 | -0.1 | -3.8 | -0.1 | -3.0
COc1ccc(CC(=O)N/N=C(\C)c2cccs2)cc1OC | 2.7 | 3.4 | -2.1 | 9.6 | -1.9 | 1.5 | -2.4 | -1.4 | -3.9 | 3.3
O=c1cc(CN2CCc3ccccc32)c2ccc(O)cc2o1 | -6.8 | -0.3 | 2.5 | 6.0 | 7.5 | 0.2 | 0.5 | 4.6 | -0.7 | 2.6
CC(=O)Oc1ccc2c(C)cc(=O)oc2c1C(=O)c1ccccc1 | -0.1 | -18.2 | -1.1 | 1.3 | -8.0 | 1.1 | -2.0 | 0.2 | 2.8 | -2.9
COc1ccc(CC(=O)N2CCc3ccccc32)cc1 | -4.3 | -11.0 | -4.6 | 14.7 | 0.3 | 2.5 | x | -0.2 | 19.2 | 0.3
CC1CCC(NC(=O)c2cccc(S(=O)(=O)NCc3ccccc3)c2)CC1 (stereo unspecified) | -2.1 | 22.4 | 0.2 | -20.8 | -51.7 | -0.3 | -2.0 | 0.1 | -5.2 | -6.4
CC(=O)O[C@H]1C2OC(=O)C(C)=C2[C@@H]2OC(=O)[C@]3(CCC4OC41C)OC23 (stereo partly specified) | -4.9 | 0.2 | -0.2 | 3.6 | -18.5 | 2.1 | 1.7 | -6.4 | 1.5 | -2.6
O=C(Nc1ccc(-n2cc(Br)cn2)cc1)c1ccncc1 | -7.8 | -4.9 | -1.9 | -36.6 | 4.2 | 0.2 | -2.0 | -1.5 | -2.8 | -10.8
O=C(CCNS(=O)(=O)c1ccccc1)Nc1ccccc1 | 7.8 | -0.3 | -3.8 | 6.2 | -6.6 | -0.6 | 0.2 | 0.6 | -1.8 | 1.8
CC(C)Cn1cnc2c1c(=O)[nH]c(=O)n2Cc1ccccc1 | 0.6 | -0.9 | -0.2 | x | -1.4 | 0.5 | 0.1 | -3.4 | 0.2 | -2.2
Clc1ccc(CSc2nnc(-c3ccccn3)n2Cc2ccco2)c(Cl)c1 | -8.7 | 6.3 | -1.6 | -16.9 | 1.7 | -0.4 | -1.5 | -5.1 | -2.6 | -1.1
O=C(COC(=O)c1ccccc1OCc1ccccc1Cl)NC1CCS(=O)(=O)C1 (stereo unspecified) | -7.1 | -3.2 | -4.3 | -35.5 | -1.4 | 1.7 | -1.0 | 3.5 | -3.1 | 1.3
